# FH mod = Identification of activators of human fumarate hydratase by quantitative high-throughput screening; Fumarate hydratase, mitochondrial (Homo sapiens), P07954; FH coupled MDH/diaphorase resazurin fluorescence, 15 min; Potency, µM (titrated, usually from 79.9 µM), for the others: at the highest dose activity change, negative = inhibition, usual class: inhibitors; 54,000 compounds, 0.22% hits; also: potency is read from the fitted curve at half-maximal effect; % is scaled to controls: 0 for no effect and ±100 for the full control effect; the screen sought activators but most active calls are inhibition curves; nearly all actives have a fitted effect of over 45% in size
# p53null 32C tox = kills p53 null cells at the permissive temperature; H1299-neo p53 null cells, ATP luminescence, 24 h, 32C; Potency, µM (top dose mostly 46.1 µM), inactives show at the top dose activity change, negative = cytotoxicity, usual class: cytotoxic; 55,000 compounds, 0.62% hits; AID 903;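 also: potency is read from the fitted curve at half-maximal effect; 0% = DMSO only and -100% = full killing by 100 µM tamoxifen; nearly all actives have a fitted effect of over 55% in size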
#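 Overnight 37C seeding (600 cells/well) of H1299-neo preceded a 24 hr, 32C exposure to compounds up to 46 uM. ATP levels, read by luminescence after 20 min at RT, indicated surviving cells.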
# B2AR arrestin ag = beta-arrestin recruitment by human beta2-adrenergic receptor ligands; Potency, µM (titrated, usually from 46.1 µM), for the others: at the highest dose activation, most hits filed as activators; P07550; AID 1347077; HTLA Tango cells, beta-arrestin recruitment, luciferase luminescence, 18 h; 44,000 tested, under 10 active;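 also: potency is read from the fitted curve at half-maximal effect; 0% = DMSO and full agonism = EC100 isoproterenol or metaproterenol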
# Target sequence (P07550 whole entry, looked up): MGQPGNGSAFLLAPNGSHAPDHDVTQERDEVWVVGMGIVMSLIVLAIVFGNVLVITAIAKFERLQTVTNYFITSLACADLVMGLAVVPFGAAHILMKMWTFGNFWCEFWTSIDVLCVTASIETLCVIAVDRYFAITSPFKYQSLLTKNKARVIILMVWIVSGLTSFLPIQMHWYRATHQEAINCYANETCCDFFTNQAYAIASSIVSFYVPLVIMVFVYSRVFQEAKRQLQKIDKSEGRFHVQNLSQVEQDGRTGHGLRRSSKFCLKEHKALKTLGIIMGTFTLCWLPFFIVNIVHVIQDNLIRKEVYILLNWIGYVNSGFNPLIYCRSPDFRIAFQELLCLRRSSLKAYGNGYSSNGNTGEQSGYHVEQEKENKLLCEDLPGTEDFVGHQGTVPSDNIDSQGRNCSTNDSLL
#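 Tango cells (recombinant beta2-AR, beta-arrestin, tTA-driven luciferase), 1500/well in DMEM 1% FBS, treated 18 h at 37 °C with compounds up to 46 µM; luciferin mix added, luminescence read after 15 min; %activity curves fitted and curve-classed.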
# TSG101-PTAP inh = TSG101-PTAP interaction inhibition, HIV-1 budding; AID 1347069; Potency, µM (titrated, usually from 115 µM), for inactives: top-dose activity change, negative = inhibition, most hits filed as inhibitors; 44,000 tested, under 10 active; Fluorescence polarization, FITC-PTAP peptide/Tsg101, 20 min; also: potency is read from the fitted curve at half-maximal effect; 0% is about no effect
# Target sequence (Q99816 whole entry, looked up): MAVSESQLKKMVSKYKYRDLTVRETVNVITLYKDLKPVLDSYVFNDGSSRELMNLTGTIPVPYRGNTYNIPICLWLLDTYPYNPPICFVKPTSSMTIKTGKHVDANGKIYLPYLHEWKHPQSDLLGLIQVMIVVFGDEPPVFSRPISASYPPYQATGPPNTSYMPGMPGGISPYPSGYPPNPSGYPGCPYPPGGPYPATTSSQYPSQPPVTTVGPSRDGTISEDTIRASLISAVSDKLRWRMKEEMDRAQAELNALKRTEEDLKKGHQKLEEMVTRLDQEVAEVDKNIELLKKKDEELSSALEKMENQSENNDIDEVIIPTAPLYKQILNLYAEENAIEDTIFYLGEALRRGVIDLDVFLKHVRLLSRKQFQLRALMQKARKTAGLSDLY
#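 Fluorescence polarization binding of Tsg101 binding domain (10 uM final) to FITC-labeled PTAP-motif peptide (50 nM final) in HEPES pH 7.5/NaCl/Tween 20/EDTA/TCEP buffer; 20 min at r.t. Actives by curve class, <25 µM, efficacy <60% inhibition.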
# NTMT1 inh = inhibitors of human N-terminal methyltransferase NTMT1; AID 1645870; 59,000 compounds, 2.5% hits; Potency, µM (highest dose often 114 µM), without a hit: top-dose activity change, negative = inhibition, hits mostly inhibitors; NTMT1 MTase-Glo SAH luminescence, purified enzyme;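 also: potency is read from the fitted curve at half-maximal effect; plate controls were DMSO vehicle for no effect and no enzyme for full effect; nearly all actives have a fitted effect of over 65% in size; many of its hits are not listed in these tables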
# Target sequence (Q9BV86 whole entry, looked up): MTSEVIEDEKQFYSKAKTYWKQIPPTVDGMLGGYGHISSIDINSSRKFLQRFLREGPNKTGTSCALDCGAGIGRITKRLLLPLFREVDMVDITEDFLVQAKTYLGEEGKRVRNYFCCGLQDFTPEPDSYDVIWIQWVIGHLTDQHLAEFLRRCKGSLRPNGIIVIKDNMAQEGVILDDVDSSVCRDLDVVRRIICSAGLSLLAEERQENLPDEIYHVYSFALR
# GALK inh = inhibits human galactokinase | recombinant GALK, Kinase-Glo ATP luminescence, 1 h | 44,000 tested, under 10 active | Potency, µM (doses to about 57.5 µM), inactives show top-dose activity, negative = inhibition, most hits filed as inhibitors | AID 1347072 | P51570;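 also: plate controls were full GALK reaction for no effect and reaction lacking GALK for full effect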
#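 Luminescent ATP-depletion readout (Kinase-Glo Plus) after 1 h room-temperature incubation of human GALK (5 nM) with galactose 100 µM and ATP 35 µM, pH 8.0 HEPES/Mg2+ buffer; compounds tested in qHTS format.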
# p53null 39C kill = selectivity test: cytotoxicity in p53 null cells, nonpermissive temperature | H1299 p53-null (neo) cells, 39C, ATPlite viability, 24 h | Potency, µM (titrated, usually from 46.1 µM), without a hit: at the highest dose activity, negative = cell killing, hits mostly cytotoxic | 55,000 compounds, 0.97% hits;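 also: potency is read from the fitted curve at half-maximal effect; 0% = DMSO only and -100% = full killing by 100 µM tamoxifen; nearly all actives have a fitted effect of over 50% in size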
#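 Following overnight plating at 37C (600 cells/well), H1299-neo or H1299-p53A138V cells are dosed up to 46 uM. Incubation lasts 24 hr at 39C before ATP detection.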
# Starred values were filed as active, the others as inactive; ? = inconclusive; · = no result given; & = joins results of further samples; [ ] = another dose, or the depositor's remark. Calls follow the shape of the dose curve; as a rule, active = well fitted curve in the direction sought with a large enough effect; inconclusive = small, poorly fitted or top-dose-only effect, or another doubt; inactive = no such curve, though single readings can be large; an effect the other way counts as inactive or inconclusive. Some of the compounds tested. The share of hits here may be higher or lower than overall.
# Labels used below: A = FH mod; B = p53null 32C tox; C = B2AR arrestin ag; D = TSG101-PTAP inh; E = NTMT1 inh; F = GALK inh; G = p53null 39C kill
CCCN(CCC)CCNC(=O)c1nn(C)c2c1CS(=O)(=O)c1ccccc1-2
  A: -12% | B: -5% | C: 0% | D: -1% | E: -1% | F: 2% | G: 7%
CC(=O)N1CCCc2cc(S(=O)(=O)N3CCC(C(=O)NCc4ccc(N(C)C)cc4)CC3)ccc21
  A: -9% | B: -11% | C: -1% | D: 0% | E: -25% | F: 1% | G: ?
CCN1C(=O)c2ccccc2S(=O)c2ccc(C(=O)NCc3ccc(C)cc3)cc21 (stereo unspecified)
  A: -8% | B: 1% | C: 0% | D: -1% | E: 1% | F: 1% | G: -3%
O=C(CCSCc1cccc(Cl)c1)NCCc1ccc(Cl)cc1
  A: -15% | B: -4% | C: -1% | D: -4% | E: -1% | F: 2% | G: 0%&8%
O=C(CSc1nc(=O)n(CCN2CCOCC2)c2c1CCC2)Nc1ccc(F)cc1F
  A: -16% | B: -1% | C: -4% | D: 0% | E: ? | F: -1% | G: -14%
CC(C)(C)c1ccc(CN(Cc2ccco2)c2cnc(S(C)(=O)=O)nc2C(=O)Nc2ccc(F)cc2)cc1
  A: ? | B: 1% | C: -4% | D: 2% | E: 8% | F: 2% | G: -2%
CC(Oc1ccccc1Cl)C(=O)N1CCN(CCc2ccccn2)CC1 (stereo unspecified)
  A: -23% | B: 3% | C: 5% | D: 2% | E: 13% | F: 3% | G: ?
O=C(NCc1ccccc1Cl)c1ccc2c(c1)N(Cc1ccccc1)C(=O)CS2
  A: -15% | B: -1% | C: 1% | D: -2% | E: 5% | F: -1% | G: 8%
CCOC(=O)c1scc(-c2ccc(C)cc2)c1S(=O)(=O)Nc1ccc(F)c(F)c1
  A: -6% | B: 0% | C: 0% | D: 2% | E: -6% | F: 1% | G: 15%
COc1ccc(CCNC(=O)c2ccc(Cn3c(=O)c4ccccc4n(Cc4cccc(C)c4)c3=O)cc2)cc1OC
  A: -25% | B: 3% | C: -2% | D: 12% | E: 10% | F: 6% | G: 14%
Cc1cc(Cl)ccc1NC(=O)C(=O)NCc1ccco1
  A: 9% | B: -1% | C: 8% | D: -8% | E: ? | F: -3% | G: 4%
O=C(Nc1cnc(N2CCN(c3ccccc3)CC2)c(C(=O)O)c1)c1cccs1
  A: -15% | B: -1% | C: 7% | D: -1% | E: ? | F: -2% | G: 6%
O=C(NCCc1ccccc1)C(=O)NCC(c1cccnc1)N1CCN(c2ccc(F)cc2)CC1 (stereo unspecified)
  A: -2% | B: -4% | C: -1% | D: -11% | E: -4% | F: -1% | G: 11µM*
Cc1ccc(-c2noc(-c3ccc(NCc4cccnc4)c([N+](=O)[O-])c3)n2)cc1
  A: -4% | B: -7% | C: -3% | D: -4% | E: 14% | F: 1% | G: -8%
Cc1ccc2nc(CSc3nnc(NC(=O)COc4ccccc4F)s3)cc(=O)n2c1
  A: -21% | B: -10% | C: 1% | D: 0% | E: 6% | F: 0% | G: -8%
Cc1cccc(C(=O)NC(=O)Nc2ccc(-n3nc(C(F)(F)F)cc3C(F)(F)F)cc2)c1
  A: 2% | B: 6% | C: 0% | D: 2% | E: ? | F: 0% | G: -4%
Cc1c(C(=O)Nc2ccccc2Br)oc2ccc(S(=O)(=O)N3CCCCC3)cc12
  A: 4% | B: -9% | C: 9% | D: -2% | E: 13% | F: -1% | G: 6%
CCOc1ccc(CN2C(=O)c3ccccc3Sc3ccc(C(=O)NCc4ccc5c(c4)OCO5)cc32)cc1
  A: -24% | B: 28% | C: 1% | D: 2% | E: 3% | F: -1% | G: 15%
CCN1C(=O)c2ccccc2Sc2ccc(C(=O)NCCCN(CC(C)C)CC(C)C)cc21
  A: ? | B: 7% | C: -1% | D: 1% | E: -2% | F: 0% | G: 2%
COc1ccccc1-c1noc(-c2ccc(NC3CCCC3)c([N+](=O)[O-])c2)n1
  A: -10% | B: -8% | C: -3% | D: 1% | E: 4% | F: 0% | G: -15%
COc1ccc(Cl)cc1NC(=O)c1cc(C)nn1-c1ccccc1
  A: -10% | B: -4% | C: 0% | D: -2% | E: 7% | F: 8% | G: -14%
CCOCCc1nn2c(=O)cc(COC(=O)c3ccc(NC(=O)c4cccs4)cc3)nc2s1
  A: -8% | B: -4% | C: 1% | D: 8% | E: 11% | F: 2% | G: 9%
Cc1ccc(Cl)cc1N1CCN(C(=O)C2CCN(S(=O)(=O)c3cn(C)cn3)CC2)CC1
  A: -6% | B: -1% | C: 0% | D: -6% | E: -2% | F: 2% | G: 6%
CCOC(=O)Cc1ccc(NC(=O)N2CCSc3ccccc32)cc1
  A: ? | B: -7% | C: 0% | D: 1% | E: -2% | F: 2% | G: -18%
O=C(Nc1ccccc1Cl)C1CCN(c2nc3ccccc3[nH]2)CC1
  A: 2% | B: -8% | C: 0% | D: 0% | E: -2% | F: ? | G: -5%

# New compounds follow.
# Values run as follows: FH mod, p53null 32C tox, B2AR arrestin ag, TSG101-PTAP inh, NTMT1 inh, GALK inh, p53null 39C kill
COc1cc(Br)c(C2CC(=O)Nc3cc(OC)c(OC)c(OC)c32)cc1OC (stereo unspecified)
  -5%, 2%, 0%, -1%, 6%, 1%, 5%
COc1cccc(N2CCN(C(=O)CCS(=O)(=O)c3ccc4c(c3)oc(=O)n4C)CC2)c1
  -20%, 5%, -1%, -4%, -4%, 0%, -14%
CCOc1ccc(CCNC(=O)Cn2ncn3c(cc4sc(C)cc43)c2=O)cc1OCC
  4%, 1%, 1%, -3%, -19%, -3%, 10%
CC(=O)N1CCc2cc(CNS(=O)(=O)c3ccc(C(C)(C)C)cc3)ccc21
  -3%, -9%, 0%, 2%, ?, 1%, -6%
Cc1ccccc1C(=O)Nc1ccccc1OCc1cc(=O)n2ccccc2n1
  -3%, -3%, 0%, 0%, 0%, 3%, 1%
CCOC(=O)c1cnc2ccc(OCC)cc2c1N1CCN(c2cccc(Cl)c2)CC1
  ?, ·, 1%, 0%, 5%, -1%, ·
COc1ccc(CNc2nc3c(S(=O)(=O)c4ccccc4)nnn3c3ccc(Cl)cc23)cc1
  -6%, -2%, -2%, -2%, 9%, 7%, -13%
Cc1ccc(C)c(CNC(=O)c2ccc3c(c2)nc2n3CCCCC2)c1
  -2%, ?, 0%, 1%, ?, -2%, -35%
COc1ccc(OC)c(CNC(=O)c2nn(C)c3c2CSc2ccccc2-3)c1
  -29%, 5%, -1%, 1%, -4%, 3%, -6%
O=C(NCc1ccccc1Cl)c1ccc(NC(=O)N2CCSc3ncccc32)cc1
  0%, 1%, 9%, -5%, ?, 2%, 8%
Cc1cc(OCC(=O)Nc2ncn[nH]2)c(C)c(C)c1Br
  -1%, 2%, -2%, 1%, 11%, 2%, 12%
CCOc1cc(C2c3c(-c4ccc(Br)cc4)n[nH]c3C(=O)N2c2ccc(Cl)cc2)ccc1O (stereo unspecified)
  -26%, 13%, 1%, 0%, 1%, 6%, 4%
CCCSCCCNC(=O)CN1C(=O)COc2ccc(S(=O)(=O)N3CCCC3)cc21
  -1%, -2%, 1%, 0%, 6%, 10%, -21%
COc1ccc(CNS(=O)(=O)c2cc3c(cc2Cl)N(C(C)=O)CCO3)cc1
  0%, -3%, -1%, 35µM*, -5%, 0%, 45%[activator]
O=C(NCCCN1CCN(c2ccccc2)CC1)c1ccc2nc(Cc3ccccc3)oc2c1
  -5%, -8%, 0%, 4%, -3%, -2%, -19%
Cc1cccc(Cn2c(CN3CCC(C(=O)NC(C)C)CC3)cc3ccccc32)c1
  -26%, 1%, -1%, -2%, -4%, -5%, 3%
CCc1ccc(CNC(=O)Cn2nc(-c3ccc(C)cc3)ccc2=O)cc1
  -19%, -3%, 1%, -8%, -20%, 5%, -1%
C=Cc1ccc(Cn2c(C)c(CNCc3ccccc3C)c(C(=O)O)c2C)cc1
  -2%, 1%, 5%, -1%, ?, 1%, -10%
Cc1ccc(NC(=O)Cn2cc(S(=O)(=O)N3CCCC3)c(S(=O)(=O)N3CCCC3)c2)c(C)c1
  -22%, -9%, 2%, 0%, 5%, -2%, -5%
CCOC(=O)c1c(NC(=O)c2ccc(S(=O)(=O)N(C)C)cc2)sc2c1CCN(C)C2
  -3%, -1%, -1%, 6%, -6%, 2%, -6%
CCCc1cc(=O)[nH]c(Nc2ccc(C)c(O)c2)n1
  ·, -5%, 0%, -3%, ·, 0%, 21%
COc1cccc(CNC(=O)C(=O)Nc2ccc3nc4n(c(=O)c3c2)CCCCC4)c1
  -15%, 11%, -4%, 1%, ?, -3%, -18%
CCCSc1ncc(Cl)c(C(=O)N(Cc2ccc(N(C)C)cc2)C2CCS(=O)(=O)C2)n1 (stereo unspecified)
  -10%, 11%, 0%, -4%, -1%, 1%, 13%
COc1cccc(C(=O)n2nc(-c3cccnc3)nc2NCc2ccc(F)cc2)c1
  -24%, 8%, 0%, -1%, -2%, 1%, -2%

# Part of the list above in another layout.
C=Cc1ccc(Cn2c(C)c(CNCc3ccccc3C)c(C(=O)O)c2C)cc1
  FH mod: -2%
  p53null 32C tox: 1%
  B2AR arrestin ag: 5%
  TSG101-PTAP inh: -1%
  NTMT1 inh: ?
  GALK inh: 1%
  p53null 39C kill: -10%
Cc1ccc(NC(=O)Cn2cc(S(=O)(=O)N3CCCC3)c(S(=O)(=O)N3CCCC3)c2)c(C)c1
  FH mod: -22%
  p53null 32C tox: -9%
  B2AR arrestin ag: 2%
  TSG101-PTAP inh: 0%
  NTMT1 inh: 5%
  GALK inh: -2%
  p53null 39C kill: -5%
CCOC(=O)c1c(NC(=O)c2ccc(S(=O)(=O)N(C)C)cc2)sc2c1CCN(C)C2
  FH mod: -3%
  p53null 32C tox: -1%
  B2AR arrestin ag: -1%
  TSG101-PTAP inh: 6%
  NTMT1 inh: -6%
  GALK inh: 2%
  p53null 39C kill: -6%
CCCc1cc(=O)[nH]c(Nc2ccc(C)c(O)c2)n1
  FH mod: ·
  p53null 32C tox: -5%
  B2AR arrestin ag: 0%
  TSG101-PTAP inh: -3%
  NTMT1 inh: ·
  GALK inh: 0%
  p53null 39C kill: 21%

# Assay outcomes deposited in PubChem by National Center for Advancing Translational Sciences (NCATS).
